Assay outcomes from PubChem.
SRC3 inh: SRC3 coactivator transcriptional activity inhibitors, primary screen, cell-based, luminescence. HEK293 GAL4-SRC3 luciferase reporter. 360,000 tested, 0.17% active. inhibition, % at 3.6 µM. Nuclear receptor coactivator 3 (Homo sapiens), Q9Y6Q9;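 active = inhibition above a per-campaign cutoff, the mean of all compounds plus 3 SD, cut at about 60% in these data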;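 note: 0% = DMSO-treated cells and 100% = gossypol-treated cells at 36 µM; higher means less SRC3-driven luciferase light from the GAL4 reporter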
NCOA2 inhibitor: inhibition of GAL4-SRC2 driven luciferase reporter, primary screen, SRC2 inhibitor project, cell-based, luminescence; AID 651957, 2012; Nuclear receptor coactivator 2 (Homo sapiens), Q15596; inhibition, % at 9 µM; HEK293 GAL4-SRC2 luciferase reporter; 370,000 tested, 0.17% active;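 active = inhibition above the mean inhibition of all tested compounds plus 3 SD, set per campaign, cut at about 52% in these data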;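 note: 0% = DMSO treated cells and 100% = cells given Gossypol at 36 µM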
COUP-TFII inh: NR2F2 transcriptional activity inhibitors, primary screen, cell-based, luciferase reporter, HEK293T, luminescence; COUP transcription factor 2 (Homo sapiens), P24468; HEK293T NGFI-A luciferase reporter; inhibition, % at 8.6 µM; 370,000 tested, 0.7% active; AID 686940, 2013;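 active = inhibition above a per-plate cutoff, mean inhibition of test wells between control levels plus 3 SD, cut at about 38% in these data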;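 note: cells cotransfected with COUP-TFII expression vector driving the NGFI-A reporter; 0% = median of COUP-TF2 test wells and 100% = reporter-only cells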
Target sequence (P24468 whole entry, looked up): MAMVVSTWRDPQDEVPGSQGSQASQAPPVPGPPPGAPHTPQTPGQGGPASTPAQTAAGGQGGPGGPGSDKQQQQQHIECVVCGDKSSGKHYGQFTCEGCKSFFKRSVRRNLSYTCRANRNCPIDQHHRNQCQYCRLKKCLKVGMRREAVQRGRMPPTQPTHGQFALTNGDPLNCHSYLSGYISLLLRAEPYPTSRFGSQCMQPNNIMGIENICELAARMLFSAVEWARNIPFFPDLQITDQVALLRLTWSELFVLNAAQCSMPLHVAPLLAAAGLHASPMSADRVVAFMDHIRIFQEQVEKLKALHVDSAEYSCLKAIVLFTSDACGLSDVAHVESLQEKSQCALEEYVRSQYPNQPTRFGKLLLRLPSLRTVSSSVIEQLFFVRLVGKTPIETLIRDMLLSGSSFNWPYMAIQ
TROY NFkB inh: inhibitors of TROY-driven NF-kB signaling, primary screen, Q293 LMP1-TROYcd cells, NF-kB luciferase, uHTS; AID 1347056, 2019; 360,000 tested, 0.98% active; Q293 LMP1-TROYcd NF-kB luciferase reporter, 4 h; inhibition, % at 10 µM;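 active = compounds whose plate-normalised and pattern-corrected inhibition of the luciferase reporter signal at the single screening dose is 50% or more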
Granule exo inh: LAMP-1 surface exposure blockers, TALL-104 cells – cell-based, flow cytometry, MLPCN library, primary screen. 360,000 tested, 0.66% active. inhibition, % at 10 µM. TALL-104 LAMP-1 surface exposure; cells stimulated with thapsigargin and PMA;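 active = inhibition above about 55%, limit read from the data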
ABHD5 PLIN5 PPI: ABHD5-PLIN5 interaction inhibitors, primary screen, cell lysate, split luciferase complementation, luminescence; Perilipin-5 (Homo sapiens) + 1-acylglycerol-3-phosphate O-acyltransferase ABHD5 (Homo …; 360,000 tested, 0.78% active; inhibition, % at 4 µM; Split G. princeps luciferase complementation, 4 h;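 active = inhibition above the mean inhibition across every tested compound plus 3 SD, cut at about 22% in these data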;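 note: 0% = DMSO only wells and the 100% control is not disclosed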
TLR9-MyD88 inh: inhibitors of TLR9-MyD88 association in cells, primary screen, cell-based, CHO, BLA complementation, fluorescence. CCF4 FRET ratio. inhibition, % at 4.98 µM. 340,000 tested, 0.21% active. AID 504734, 2011;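 active = inhibition above the mean over all tested compounds plus 3 SD, cut at about 21% in these data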;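 note: 0% = DMSO only wells and 100% = clavulanate BLA inhibitor control wells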
NCOA1 inh: SRC1 coactivator transcriptional activity inhibitors, primary screen, cell-based, luminescence. Nuclear receptor coactivator 1 (Homo sapiens), Q15788. HEK293 GAL4-SRC1 luciferase reporter. inhibition, % at 3.6 µM. 360,000 tested, 0.12% active. AID 588354, 2011;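 active = inhibition above the campaign mean plus 3 SD, with each screening campaign given its own cutoff, cut at about 60% in these data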;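 note: 0% = DMSO treated cells and 100% = gossypol at 36 µM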
NR5A2 inv ag: LRH-1 (NR5A2) inverse agonists, primary screen, cell-based, luminescence, HEK293T, StAR-luciferase reporter; inhibition, % at 3.6 µM; 360,000 tested, 0.13% active; AID 602396, 2012; Nuclear receptor subfamily 5 group A member 2 (Homo sapiens), O00482; LRH-1 transfected, 24 h;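 active = inhibition above the mean inhibition of all tested compounds plus 3 SD, cut at about 73% in these data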;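 note: 0% = DMSO wells and 100% = reporter-only cells lacking LRH-1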
Target sequence (O00482 whole entry, looked up): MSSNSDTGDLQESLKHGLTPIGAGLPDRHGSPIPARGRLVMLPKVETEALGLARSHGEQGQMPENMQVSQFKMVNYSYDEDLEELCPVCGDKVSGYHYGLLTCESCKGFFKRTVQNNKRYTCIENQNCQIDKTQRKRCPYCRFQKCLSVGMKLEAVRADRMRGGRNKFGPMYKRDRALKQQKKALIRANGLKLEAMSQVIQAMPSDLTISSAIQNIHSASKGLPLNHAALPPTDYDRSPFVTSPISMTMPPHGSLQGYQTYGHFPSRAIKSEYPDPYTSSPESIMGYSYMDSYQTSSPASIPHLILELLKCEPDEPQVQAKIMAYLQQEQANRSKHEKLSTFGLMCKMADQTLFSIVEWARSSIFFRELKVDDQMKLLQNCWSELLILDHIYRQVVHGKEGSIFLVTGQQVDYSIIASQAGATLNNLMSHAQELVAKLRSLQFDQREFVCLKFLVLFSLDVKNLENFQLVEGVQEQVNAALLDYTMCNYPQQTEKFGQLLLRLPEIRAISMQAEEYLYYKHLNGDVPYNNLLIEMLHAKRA
TWEAK-Fn14 inh: inhibitors of TWEAK-Fn14 signaling, primary screen, luciferase reporter cells, uHTS | TWEAK-stimulated Fn14 reporter cells, luciferase luminescence, 8 h | inhibition, % at 10 µM | 360,000 tested, 2% active; in the data active = inhibition above about 50%
NOD2 RIPK2 PPI: NOD2-RIPK2 binding disruptors in cells, primary screen, fluorescence, CHO cells, BLA complementation; Receptor-interacting serine/threonine-protein kinase 2 (Homo sapiens), O43353; CCF4 ratio; inhibition, % at 4.98 µM; 360,000 tested, 0.38% active; AID 624267, 2012; in the data active = inhibition above about 21%;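 note: 0% = vehicle only and 100% = reference blocker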
* marks the source's active call; other numbers are inactive results; nt = not tested or not shown. This is a subset; rates above refer to the full screens.

SMILES	SRC3 inh	NCOA2 inhibitor	COUP-TFII inh	TROY NFkB inh	Granule exo inh	ABHD5 PLIN5 PPI	TLR9-MyD88 inh	NCOA1 inh	NR5A2 inv ag	TWEAK-Fn14 inh	NOD2 RIPK2 PPI
COc1ccc(CNCCS(=O)(=O)NC2CCCC2)cc1	-6	26	-19	3	-2	3	-3	5	-26	12	-12
N#Cc1cc(C(=O)c2ccccc2O)cn(-c2ccc(Cl)cc2)c1=O	21	13	14	-4	-2	2	nt	4	23	0	-3
COc1ccccc1C(=O)Nc1nnc(S(=O)(=O)N2CCN(c3ccc(F)cc3)CC2)s1	-15	2	-21	-28	22	-7	-5	-24	-3	-11	-2
CC(C)c1ccc(S(=O)(=O)N2CCC(C(=O)NCC3(N(C)C)CCCCC3)CC2)cc1	5	-20	-4	-20	-14	1	5	-29	-2	-12	3
COc1cc(/C=N/NC(=O)c2cc(-c3ccccc3OC(C)C)nc3ccccc23)ccc1O	-75	-22	-33	14	0	-1	-4	-49	8	-5	0
C/C(=N\NC(=O)CN(c1ccccc1)S(C)(=O)=O)c1ccccc1O	0	-18	15	4	4	-5	-4	-16	-5	7	-2
O=S(=O)(Cc1cc(Cl)nc(-c2cccnc2)n1)c1ccccc1	23	nt	nt	29	-2	-1	-10	-19	23	-21	0
CCOC(=O)c1c(C)[nH]c(C(=O)OCC(=O)NCc2ccccc2)c1C	2	10	-3	-8	1	-1	1	-2	-10	6	5
CCOc1ccc(-n2c(C)nnc2SCC(=O)N(CC)CC)cc1	13	-1	-6	-36	-3	7	1	6	-8	-5	-8
Cn1c(=O)c2[nH]c(SCc3cccnc3)nc2n(C)c1=S	8	-7	13	-3	1	-1	4	3	12	12	-2
COc1c(Cl)ccc(Cl)c1C(=O)OCC(=O)O	16	3	-12	5	1	11	-6	18	2	-10	-10
Cc1nc(Cl)cc(N/N=C/c2ccccc2)n1	-2	-40	10	-8	-7	-11	-2	-13	-16	-39	-7
O=C(COC(=O)C1CCC(=O)N1)Nc1cc(Cl)ccc1Cl (stereo not given)	-9	-4	3	10	2	1	-1	-4	-2	10	-3
O=C(CCN1C(=O)c2ccccc2S1(=O)=O)Nc1ccc(C(=O)O)cc1	-11	-15	5	-3	4	0	-4	-1	-3	5	-10
O=C(Nc1ccccc1N1CCOCC1)c1ccc2ccccc2c1	-14	-34	-2	-18	0	-4	1	-1	9	-11	3
O=C1C=C(O)C(n2cncn2)C(c2cc(F)ccc2F)C1 (stereo not given)	7	5	-3	-9	-4	7	1	-5	-13	-11	0
CCOc1ccc(N(CC(=O)NCCSCc2ccccc2Cl)S(C)(=O)=O)cc1	-10	-18	-16	3	8	-1	0	1	-4	12	5
COc1ccc(C(=O)N[C@H](C(=O)NCc2ccc(C)cc2)C(C)C)cc1	-36	9	2	6	-8	-13	4	-4	6	2	-14
COc1ccccc1CCC(=O)Oc1ccc(C#N)cc1OC	2	-2	4	3	-3	7	0	4	-9	7	-1
Cn1cncc1C#Cc1ccc(N2C(c3ccsc3)=Cc3ccc(F)cc3C2c2c[nH]c3ccccc23)cc1 (stereo not given)	nt	-12	-8	-8	2	8	nt	nt	0	25	-5
COc1ccc(OCc2nnc(SCC(=O)NC3CC3)n2C)cc1	-15	-2	0	-14	-9	3	2	-5	4	13	-6
CCC(=O)N1CCc2cc(Br)cc(S(=O)(=O)NCc3ccco3)c21	2	nt	nt	22	-1	5	-10	2	3	-6	-7
O=C(NC(=S)Nc1ccccc1C(=O)O)c1ccc(-c2ccc(Br)cc2)o1	5	3	19	80*	-1	5	8	9	-6	47	-3
CCOc1ccccc1N1CCN(S(=O)(=O)c2ccc(F)c(F)c2)CC1	0	-17	2	4	0	0	-9	-8	0	1	3
O=C(Nc1ccc(NC(=O)C2CC2)nc1)c1cccc(F)c1	-39	-43	-18	-24	-1	-2	1	-38	-32	-20	2
Cc1cccc(NC(=O)CN(C)C(=O)/C=C/c2ccccc2)c1C	16	-18	6	3	-7	11	-1	-20	2	-15	2
Cc1cccc(NCc2ccccc2)c1	15	12	-3	7	2	-9	-2	7	2	-2	10
COc1cccc(C=NCC(C)N=Cc2cccc(OC)c2O)c1O (stereo not given)	-7	2	3	-62	2	-6	-8	-6	-26	10	-5
Cc1csc(NC(=O)C2CC(=O)N(Cc3ccco3)C2)n1 (stereo not given)	16	-4	5	11	-1	3	9	-6	0	0	-7
NS(=O)(=O)c1cccc(NC(=O)CCCC2CCCCC2)c1	-21	-16	-20	-17	3	2	-2	-8	-26	2	-11
CO/N=C/NC(=O)Cc1cn(-c2ncc(C(F)(F)F)cc2Cl)c2ccccc12	21	9	19	13	4	-1	-1	-12	0	35	-5
CC1CCCCC1NC(=O)C(C)N1C(=O)c2ccccc2C1=O (stereo not given)	-1	8	7	-3	1	12	-4	-4	-6	2	-10
O=C(CSc1nnc(CNC(=O)c2cccs2)o1)Nc1cccc(C(F)(F)F)c1	10	-15	9	-5	-4	-7	-3	3	3	-7	-4
FC(F)(F)c1ccc(CSc2ccccn2)cc1	20	-6	-10	-40	-1	-2	1	0	-13	-6	-13
CCNC(=S)N(CCc1c(C)[nH]c2ccc(C)cc12)Cc1ccco1	6	-8	5	3	11	14	6	-10	5	3	-15
NS(=O)(=O)c1ccc(CCNC(=O)c2ccc(Cl)cc2[N+](=O)[O-])cc1	-5	2	5	8	-3	-6	-3	-3	1	3	-2
CCOC(=O)[C@H]1[C@H]2COc3ccc(OC)cc3[C@@H]2N2C(=O)c3ccc(C)cc3NC(=O)[C@@]12C	13	-20	3	5	-7	-8	3	-15	6	21	-2
O=P(COc1ccccc1)(c1ccccc1)c1ccccc1	-10	-8	2	-14	-1	0	-1	-13	-8	11	2
COc1ccc2cc1Oc1ccc(cc1)C[C@H]1c3cc(c(OC)cc3CCN1C)Oc1c(OC)c(OC)cc3c1[C@@H](C2)N(C)CC3	2	-7	-2	0	7	5	-8	3	1	-6	-7
Cc1ccccc1C#CC1=CC(=O)CC(C)(C)C1	1	12	-5	-29	1	-7	4	-37	-34	10	-2
Cn1cnc(S(=O)(=O)N2CCN(c3ccc(Cl)cc3)CC2)c1	-35	-3	1	-5	-2	-4	7	-16	9	-11	-1
CCOC(=O)C1=CN(Cc2cccc(F)c2)S(=O)(=O)NC1CCc1ccccc1 (stereo not given)	12	9	-1	18	3	-9	-2	-16	-17	26	9
O=S(=O)(c1ccccc1)N1CCN(CC(O)COc2ccc3c(c2)CCC3)CC1 (stereo not given)	15	5	-4	-32	0	1	-5	-12	26	-4	9
O=C(CSc1nc(Nc2ccccc2)nc(N2CCOCC2)n1)Nc1ccc2c(c1)OCCO2	12	2	8	-1	4	0	-3	6	9	-16	-4
CCCC(=O)Oc1ccc2c(C)cc(=O)oc2c1	10	-22	-3	-15	7	-2	0	4	-11	-23	-21
O=C(OCC(=O)N1CCN(C(=O)c2ccco2)CC1)c1cc(S(=O)(=O)Nc2ccc(Cl)cc2)ccc1O	0	-11	9	18	-5	-3	3	-12	8	0	0
CCN(C(=O)CSc1nnc(-c2ccccc2Cl)n1C1CCCC1)C1CCS(=O)(=O)C1 (stereo not given)	2	11	2	0	2	0	5	6	2	-3	2
C[C@H]1CN([C@@H](C)CO)C(=O)CCCn2nncc2CO[C@H]1CN(C)S(=O)(=O)c1ccc(-n2cccn2)cc1	2	5	-14	-2	-2	-4	-12	-1	-12	22	7
Cn1c(=O)n(C)c2cc(CNc3ccc(N4CCOCC4)c(C(=O)O)c3)ccc21	-4	5	-5	15	1	-8	-10	-17	31	11	-1
O=C(NC(C(=O)O)c1ccccc1)c1ccccc1 (stereo not given)	13	-5	-23	-13	25	6	-6	-11	-17	-5	2

Entries of single compounds, quoted from the list. Values in the order: SRC3 inh, NCOA2 inhibitor, COUP-TFII inh, TROY NFkB inh, Granule exo inh, ABHD5 PLIN5 PPI, TLR9-MyD88 inh, NCOA1 inh, NR5A2 inv ag, TWEAK-Fn14 inh, NOD2 RIPK2 PPI
COc1ccc(CNCCS(=O)(=O)NC2CCCC2)cc1 in the list: -6, 26, -19, 3, -2, 3, -3, 5, -26, 12, -12
O=C(CSc1nnc(CNC(=O)c2cccs2)o1)Nc1cccc(C(F)(F)F)c1 in the list: 10, -15, 9, -5, -4, -7, -3, 3, 3, -7, -4

Next compounds follow:
SMILES	SRC3 inh	NCOA2 inhibitor	COUP-TFII inh	TROY NFkB inh	Granule exo inh	ABHD5 PLIN5 PPI	TLR9-MyD88 inh	NCOA1 inh	NR5A2 inv ag	TWEAK-Fn14 inh	NOD2 RIPK2 PPI
O=C(CSCC(=O)NC1CCCC1)Nc1ccccc1	10	-2	-2	1	40	-8	1	13	8	-13	-2
C=CCOC(=O)C(=O)/C=C/c1ccc2c(c1)Cc1ccccc1-2	-34	5	0	-34	-18	35*	11	5	-40	0	6
CC(=O)c1ccc(NC(=O)C(C)n2nc(-c3ccccc3)c3cc(Cl)ccc32)cc1 (stereo not given)	15	-28	18	5	0	-1	1	-1	6	9	-5
O=C(NC(=S)N1CCCc2ccccc21)c1ccc(Br)cc1	-13	-7	2	-23	1	4	5	-26	-22	18	-9
Cc1ccc(-c2nnc(N3CCCCC3)c3ccccc23)cc1S(=O)(=O)N1CCN(C)CC1	14	-18	4	10	3	16	-4	2	12	11	5
C=CCS(=O)(=O)N1CCC(CCOc2ccccc2)(C(=O)OCC)CC1	24	23	23	-25	-4	1	-7	-6	8	8	-3
COc1ccc(C2=NN(C(=O)CCC(=O)O)C(c3cccs3)C2)cc1OC (stereo not given)	-6	-20	0	5	-3	-2	-7	-6	7	2	-7
CCN(CC)CCOC(=O)C1(c2ccccc2)CCOCC1	-10	-7	-3	8	-2	2	-6	-8	-5	6	-3
Cn1ncc(Br)c1C(=O)NC12CC3CC(CC(C3)C1)C2	18	-8	-7	8	-7	-8	-1	-2	1	15	-13
COc1cc(NC(=O)C2=C(N3CCOCC3)/C(=C/c3ccc(Cl)cc3)CC2)cc(OC)c1OC	15	-3	1	-4	-4	9	-7	-9	-1	1	-3
COc1ccc(-c2nc(C(=O)NCCCN3CCOCC3)cc3c2[nH]c2ccccc23)cc1OC	-6	-33	-12	-3	12	2	-8	-15	6	-2	-12
C=CCn1c(SCC(=O)Nc2ccccc2OC)nnc1-c1ccccn1	4	9	14	-3	0	1	9	-10	22	-7	-9
CCCC(=O)Nc1nc2ccc(NC(=O)c3cccnc3)cc2s1	15	-10	19	1	1	1	-3	-16	-6	24	-9
Cc1ccc(S(=O)(=O)N(CC(=O)Nc2cccc(N(C)S(C)(=O)=O)c2)c2ccc(Cl)c(Cl)c2)cc1	5	-15	6	22	-2	-2	-6	10	4	41	-17
